EPAC2 antag – antagonists of human EPAC2 | Q8WZA2 | EPAC2 GEF exchange of Rap1B-BODIPY-GDP, fluorescence | Potency, µM (top dose mostly 114 µM), for the others: top-dose activity, negative = inhibition, hits mostly inhibitors | 360,000 tested, 0.18% active; also: potency is read from the fitted curve at half-maximal effect; % is scaled to controls: 0 for no effect and ±100 for the full control effect; nearly all actives have a fitted effect of over 45% in size; many of its hits are not listed in these tables
PLK1 PBD inh – PLK1 (human) polo-box domain binding inhibition; P53350; Plk1 PBD binding of FITC phosphopeptide, fluorescence polarization; Potency, µM, for the others: max response, negative = inhibition, actives largely listed as inhibitors; 360,000 tested, 2.8% active; AID 720504; also: potency is read from the fitted curve at half-maximal effect; series mostly up to about 57 µM; % is scaled to controls: 0 for no effect and ±100 for the full control effect; nearly all actives have a fitted effect of over 65% in size
EPAC1 antag – blocks human EPAC1 exchange factor; O95398; EPAC1 GEF assay, Rap1b-BODIPY-GDP exchange fluorescence; Potency, µM (top dose mostly 115 µM), for the others: top-dose activity change, negative = inhibition, actives largely listed as inhibitors; 360,000 tested, 0.14% active;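 also: potency is read from the fitted curve at half-maximal effect; plate controls were vehicle for no effect and positive control for full effect; nearly all actives have a fitted effect of over 50% in size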
EPAC1 ag – agonists of human EPAC1; 360,000 tested, 0.073% active; Potency, µM (titrated, usually from 154 µM), for inactives: at the highest dose activation, actives largely listed as activators; EPAC1 agonist qHTS, biochemical assay; response scale: 100% = response to 6.5 mM cAMP; O95398; AID 720707; also: potency is read from the fitted curve at half-maximal effect; nearly all actives have a fitted effect of over 60% in size
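EPAC1 100 nM, Rap1B–BODIPY-GDP 250 nM, unlabeled GDP 50 uM; compound titration; 5 min RT; kinetic read ex480/em540 at 5-min intervals ×30 min; data normalized to 6.5 mM cAMP agonist control.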
WRN inhibitor – WRN helicase (human) inhibition | WRN helicase unwinding, fluorescent forked duplex, kinetic | Potency, µM (doses to about 114 µM), for inactives: at the top dose activity change, negative = inhibition, most hits filed as inhibitors | 360,000 tested, 0.46% active; also: potency is read from the fitted curve at half-maximal effect; % is scaled to controls: 0 for no effect and ±100 for the full control effect; nearly all actives have a fitted effect of over 55% in size
Target sequence (Q14191 whole entry, looked up): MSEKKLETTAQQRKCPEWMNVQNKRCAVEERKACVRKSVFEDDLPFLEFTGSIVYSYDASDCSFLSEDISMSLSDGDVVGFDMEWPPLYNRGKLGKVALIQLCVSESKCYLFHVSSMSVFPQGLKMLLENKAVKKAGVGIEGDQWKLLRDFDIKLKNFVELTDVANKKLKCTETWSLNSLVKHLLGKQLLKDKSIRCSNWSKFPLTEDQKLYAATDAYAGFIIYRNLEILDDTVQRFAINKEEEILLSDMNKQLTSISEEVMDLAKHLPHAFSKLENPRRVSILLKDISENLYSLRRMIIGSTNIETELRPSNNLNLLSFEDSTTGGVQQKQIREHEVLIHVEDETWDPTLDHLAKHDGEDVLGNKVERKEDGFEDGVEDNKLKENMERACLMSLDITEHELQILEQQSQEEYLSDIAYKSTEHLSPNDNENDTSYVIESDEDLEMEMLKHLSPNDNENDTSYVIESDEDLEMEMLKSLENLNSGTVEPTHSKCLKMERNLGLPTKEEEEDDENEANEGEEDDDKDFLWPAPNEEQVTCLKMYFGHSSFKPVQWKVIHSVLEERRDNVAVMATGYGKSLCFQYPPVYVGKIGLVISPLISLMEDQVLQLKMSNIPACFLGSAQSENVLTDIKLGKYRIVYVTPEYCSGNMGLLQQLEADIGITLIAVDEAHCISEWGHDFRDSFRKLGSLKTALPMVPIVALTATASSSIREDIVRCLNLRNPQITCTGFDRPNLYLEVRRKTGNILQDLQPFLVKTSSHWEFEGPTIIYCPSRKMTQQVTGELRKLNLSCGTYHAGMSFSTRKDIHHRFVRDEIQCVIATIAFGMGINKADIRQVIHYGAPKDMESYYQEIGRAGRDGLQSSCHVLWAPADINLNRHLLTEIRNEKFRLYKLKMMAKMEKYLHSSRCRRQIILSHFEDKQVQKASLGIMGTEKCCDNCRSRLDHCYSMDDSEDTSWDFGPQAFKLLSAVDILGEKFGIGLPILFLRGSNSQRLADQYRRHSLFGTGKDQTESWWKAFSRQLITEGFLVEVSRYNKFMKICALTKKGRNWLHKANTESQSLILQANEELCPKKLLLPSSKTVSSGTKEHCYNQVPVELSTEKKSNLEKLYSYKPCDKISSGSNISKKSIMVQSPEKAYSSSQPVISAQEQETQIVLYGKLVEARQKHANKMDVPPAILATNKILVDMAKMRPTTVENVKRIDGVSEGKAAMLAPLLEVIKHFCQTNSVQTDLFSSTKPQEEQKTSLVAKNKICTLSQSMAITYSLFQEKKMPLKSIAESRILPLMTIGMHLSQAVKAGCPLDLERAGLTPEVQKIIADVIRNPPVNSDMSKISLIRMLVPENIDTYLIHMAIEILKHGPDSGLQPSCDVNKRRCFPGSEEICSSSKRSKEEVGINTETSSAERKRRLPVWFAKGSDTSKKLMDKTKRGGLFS
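Fluorescence dequenching readout, ex 525 nm/em 598 nm, kinetic mode: forked duplex DNA (100 nM final) with adjacent fluorophore and quencher unwound by WRN (20 nM final) with 2 mM ATP. Compound preincubation 15 min, room temperature.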
CCT modulator – modulators of cytosolic chaperonin (CCT/TRiC) activity; activity change, % (test concentration not listed), hits read low; 360,000 tested, 0.3% active; purified chaperonin ATPase assay, HTRF ADP detection, 30 min; in the data active = activity change below about -30%; also: % is scaled to controls: 0 for no effect and ±100 for the full control effect
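Enzyme 40 or 20 nM (batch-dependent) in Tris pH 7.4/KCl/MgCl2/DTT; cpd 76 uM single point; ATP 10 uM; 30 min 37 °C; Transcreener ADP HTRF detection, 30 min RT; ratio 665/615.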
Mm-Cpn inhibitor – blocks the Methanococcus maripaludis chaperonin Mm-Cpn; 330,000 tested, 0.031% active; purified Mm-Cpn ATPase, ADP Transcreener TR-FRET; AID 504842; Potency, µM (top dose mostly 76.9 µM), for the others: at the highest dose activity, negative = inhibition, hits mostly inhibitors; also: potency is read from the fitted curve at half-maximal effect; % is scaled to controls: 0 for no effect and ±100 for the full control effect; nearly all actives have a fitted effect of over 80% in size
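Purified archaeal Mm-CPN (25nM final) preincubated 10 min at 37degC with compound, then 10uM ATP for 30 min at 37degC; ADP measured by HTRF Transcreener TR-FRET; buffer 30 mM TRIS pH 7.4, 100mM KCl, 5mM MgCl2, 1mM DTT.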
PI5P4K alpha inh – inhibitors of human PI5P4K alpha. PI5P4Kalpha enzyme, ADP-Glo luminescence, 60 min; stronger effect = lower value. max response, %. AID 652105. P48426. 330,000 tested, 1.2% active; active = max response of -50% or lower; inconclusive = between -30% and -50%; inactive = -30% or higher; also: value at the top dose of about 77 µM; % is scaled to controls: 0 for no effect and ±100 for the full control effect
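qHTS, 1536-well: enzyme/substrate mix, compound by pin tool, 5 microM ATP final; RT 60 min; ADP-Glo reagents 1 (45 min) then 2 (30 min); luminescence.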
An asterisk follows results filed as active; ? = inconclusive; nt = no result given. Unless noted, calls follow the shape of the dose curve; as a rule, active = well fitted curve in the direction sought with a large enough effect; inconclusive = small, poorly fitted or top-dose-only effect, or another doubt; inactive = no such curve, though single readings can be large; an effect the other way counts as inactive or inconclusive. A portion of the library; rates above refer to the full screens.

Order of values – EPAC1 ag, EPAC2 antag, EPAC1 antag, WRN inhibitor, PLK1 PBD inh, PI5P4K alpha inh, Mm-Cpn inhibitor, CCT modulator
#1 CCn1c(C)c(C)c2cc(C(=O)NCCCN3CCCCC3C)ccc21 (stereo not given)
→ -10%, 11%, 14%, -4%, -15%, 11, 3%, 0.0
#2 Oc1[nH]c2ccc(Br)cc2c1N=NC(=S)N1CCOCC1
→ 3%, -14%, ?, -18%, -18%, -54*, 1%, 2.0
#3 CCOc1ccccc1C(O)C1=CC(=O)c2ccccc2C1=O (stereo not given)
→ -9%, -2%, -24%, ?, ?, ?, nt, 2.6
#4 S=C(NC1CCCCC1)N1CCN(C/C=C/c2ccccc2)CC1
→ 7%, 0%, 0%, 3%, -1%, 0, 2%, -1.5
#5 COc1cc(C(=O)NCC2CCCO2)ccc1OCc1ccc(Cl)cc1Cl (stereo not given)
→ 13%, -17%, -25%, -8%, -8%, 9, 2%, -2.0
#6 Cc1ccc(S(=O)(=O)N(C)C[C@@H]2OCc3cnnn3CCCC(=O)N([C@@H](C)CO)C[C@@H]2C)cc1
→ 4%, 3%, 19%, 2%, -25%, -4, nt, -1.2
#7 O=C(NC1CCCC1)C1CCCN(S(=O)(=O)c2ccc(F)cc2)C1 (stereo not given)
→ -7%, -1%, -11%, -3%, 4%, 0, -1%, -1.3
#8 Cc1cc2nc(-c3ccc(F)cc3)c(CC3CCCCC3)n2c(C)c1Br
→ -1%, -1%, -13%, -1%, -8%, 10, nt, 3.5
#9 COc1ccc(NC(=O)CCN2CCN(c3ccc(F)cc3)CC2)cc1
→ 4%, 8%, 0%, 5%, -9%, -12, 1%, -4.5
#10 COc1ccc(Sc2ccc(-c3nc4cnccn4c3NC3CCCCC3)cc2OC)cc1
→ -14%, -2%, -21%, 6%, 3%, 5, -3%, -1.0
#11 O=C(c1ccc(Sc2ccccc2)c([N+](=O)[O-])c1)N1CCOCC1
→ -2%, -1%, -10%, -3%, -13%, -2, 3%, -1.9
#12 CCc1ccc2nc(N(CCCN(C)C)C(=O)c3ccc(C(=O)c4ccccc4)cc3)sc2c1
→ 16%, 0%, -12%, -5%, 2%, 6, -2%, -2.5
#13 COc1ccc(-n2cnnc2SCC(=O)NCc2cccs2)cc1
→ -6%, 4%, -12%, 3%, -3%, 2, 1%, -6.0
#14 Cc1c(Cl)cccc1NC(=O)CCC(=O)NNC(=O)c1ccccc1
→ -1%, 0%, 3%, -27%, -5%, -4, -3%, -3.7
#15 COc1ccc(NC(=O)COC(=O)CCc2nc3ccccc3c(=O)[nH]2)c(OC)c1
→ -5%, 2%, -16%, 14%, -8%, -4, -1%, -0.5

Brought forward from above: 7 compounds, followed by the next part.
Order of values – EPAC1 ag, EPAC2 antag, EPAC1 antag, WRN inhibitor, PLK1 PBD inh, PI5P4K alpha inh, Mm-Cpn inhibitor, CCT modulator
#9 COc1ccc(NC(=O)CCN2CCN(c3ccc(F)cc3)CC2)cc1
→ 4%, 8%, 0%, 5%, -9%, -12, 1%, -4.5
#10 COc1ccc(Sc2ccc(-c3nc4cnccn4c3NC3CCCCC3)cc2OC)cc1
→ -14%, -2%, -21%, 6%, 3%, 5, -3%, -1.0
#11 O=C(c1ccc(Sc2ccccc2)c([N+](=O)[O-])c1)N1CCOCC1
→ -2%, -1%, -10%, -3%, -13%, -2, 3%, -1.9
#12 CCc1ccc2nc(N(CCCN(C)C)C(=O)c3ccc(C(=O)c4ccccc4)cc3)sc2c1
→ 16%, 0%, -12%, -5%, 2%, 6, -2%, -2.5
#13 COc1ccc(-n2cnnc2SCC(=O)NCc2cccs2)cc1
→ -6%, 4%, -12%, 3%, -3%, 2, 1%, -6.0
#14 Cc1c(Cl)cccc1NC(=O)CCC(=O)NNC(=O)c1ccccc1
→ -1%, 0%, 3%, -27%, -5%, -4, -3%, -3.7
#15 COc1ccc(NC(=O)COC(=O)CCc2nc3ccccc3c(=O)[nH]2)c(OC)c1
→ -5%, 2%, -16%, 14%, -8%, -4, -1%, -0.5
#16 CC(NC(=S)Nc1ccccc1)C(c1cccs1)N1CCOCC1 (stereo not given)
→ 7%, 2%, -12%, 0%, -1%, 1, 0%, -1.8
#17 COc1ccccc1Cc1c(C(C)(C)C)nc2ccc(C)cn12
→ -7%, -10%, -4%, -8%, 0%, 5, nt, 1.8
#18 Nc1nnn(CC(=O)N/N=C/c2cccc3ccccc23)n1
→ 1%, -4%, -10%, -2%, -4%, -5, -1%, 2.0
#19 C[C@@H]1CN([C@@H](C)CO)C(=O)c2cc(Br)cnc2O[C@H]1CN(C)C(=O)Nc1ccc(F)cc1
→ -6%, -2%, -9%, 7%, 5%, 0, nt, 0.2
#20 O=C1NC(c2ccc(F)cc2)Oc2ccccc21 (stereo not given)
→ -12%, -11%, -18%, 2%, 3%, -3, -11%, 0.5
#21 CC(C)(C)NC(=O)NC(=O)COC(=O)Cn1c(C(F)(F)F)nc2ccccc21
→ 2%, -9%, -6%, -1%, -12%, nt, -1%, 0.1
#22 Cc1ccccc1OCc1csc(N)n1
→ 8%, 1%, -7%, 0%, 6%, -3, -3%, -1.7
#23 C=CCNc1nc(-c2c(C)nc3sccn23)cs1
→ -4%, 7%, 1%, -3%, -17%, -2, -4%, 0.5
#24 Cn1c(=O)[nH]c(=O)c2c1nc(N1CCCCC1)n2CCSc1ncccn1
→ 3%, 2%, 1%, -2%, -11%, -5, nt, -3.1
#25 O=C(NCc1nnnn1-c1ccc(F)cc1)C(=O)c1c[nH]c2ccccc12
→ 1%, -6%, -4%, 12%, -7%, -15, nt, 0.8
#26 FC(F)(F)c1ccccc1NC(=S)N1CCCC1
→ 0%, -11%, 19%, -13%, 2%, 1, -1%, -38*
#27 COc1ccc(N2CCN(S(=O)(=O)c3cccc4cccnc34)CC2)cc1
→ 14%, -7%, 2%, -2%, -9%, 4, 2%, -1.2
#28 CCOc1ccc(CCNc2nc3ccccc3n3cnnc23)cc1OCC
→ -15%, -2%, -12%, -6%, -2%, 4, 0%, 0.3
#29 COc1cccc(-n2c(=S)[nH]c3c(oc4ccccc43)c2=O)c1
→ 10%, 6%, -8%, -4%, -18%, -4, -4%, -0.8
#30 C#CCOCCOCCOCCNc1nc(N2CCN(C(=O)[C@H](CCC(=O)O)n3cc(CN)nn3)CC2)nc(N2CCN(C(=O)[C@H](CCCCN)n3cc([C@@H](N)CC(N)=O)nn3)CC2)n1
→ -1%, 0%, -16%, -4%, -14%, -6, -1%, 0.3

A second format for some results above:
No. | smiles | EPAC1 ag | EPAC2 antag | EPAC1 antag | WRN inhibitor | PLK1 PBD inh | PI5P4K alpha inh | Mm-Cpn inhibitor | CCT modulator
28 | CCOc1ccc(CCNc2nc3ccccc3n3cnnc23)cc1OCC | -15% | -2% | -12% | -6% | -2% | 4 | 0% | 0.3
30 | C#CCOCCOCCOCCNc1nc(N2CCN(C(=O)[C@H](CCC(=O)O)n3cc(CN)nn3)CC2)nc(N2CCN(C(=O)[C@H](CCCCN)n3cc([C@@H](N)CC(N)=O)nn3)CC2)n1 | -1% | 0% | -16% | -4% | -14% | -6 | -1% | 0.3
22 | Cc1ccccc1OCc1csc(N)n1 | 8% | 1% | -7% | 0% | 6% | -3 | -3% | -1.7
16 | CC(NC(=S)Nc1ccccc1)C(c1cccs1)N1CCOCC1 (stereo not given) | 7% | 2% | -12% | 0% | -1% | 1 | 0% | -1.8

Remaining list, next part:
Order of values – EPAC1 ag, EPAC2 antag, EPAC1 antag, WRN inhibitor, PLK1 PBD inh, PI5P4K alpha inh, Mm-Cpn inhibitor, CCT modulator
#31 CC(O)c1cccc(NC(=O)C2CCCCC2)c1 (stereo not given)
→ 7%, -20%, -2%, -5%, 8%, 4, 2%, -0.3
#32 COc1ccc(C2Nc3ccccc3C(=O)N2Cc2ccccc2)cc1COc1ccccn1 (stereo not given)
→ 8%, -4%, -4%, -7%, 2%, nt, -1%, -1.6
#33 O=C(NC(=S)Nc1ccc(CN2CCOCC2)cc1)c1ccc([N+](=O)[O-])cc1Cl
→ 1%, -21%, 0%, 1%, -29%, -7, 1%, -1.3
#34 CCC(CC)NC(=O)CSc1ccc(S(=O)(=O)N2CCOCC2)cn1
→ 6%, 5%, -10%, -4%, 1%, 0, -2%, 1.0
#35 Cc1ccc(CCNC(=O)C2CCC(=O)N2CCc2ccccc2)cc1 (stereo not given)
→ 12%, -3%, 7%, 4%, -19%, 0, 1%, -2.3
#36 CNc1ccc(-c2cccc(C#N)c2)cn1
→ 7%, -7%, 2%, 1%, 4%, 3, nt, -0.7
#37 O=C(CSc1nnnn1-c1cccc2c1CCCC2)N1CCCC1
→ -7%, 8%, 4%, 18%, 4.7µM*, ?, 0%, -0.7
#38 COc1ccccc1N1CCN(c2nnc(-c3ccc(F)cc3)c3ccccc23)CC1
→ 0%, 0%, 0%, -9%, -8%, 2, 1%, -2.3
#39 COc1ccc(N2CC(C(=O)NCc3ccco3)CC2=O)cc1 (stereo not given)
→ 2%, 1%, 1%, -11%, -14%, -6, 1%, -2.3
#40 CC(C)NC(=O)Cn1c(=O)n(CC(=O)N2CCCCC2)c(=O)c2sccc21
→ 2%, 5%, -12%, -1%, 4%, 0, -8%, 1.5
#41 COc1ccc(C(=O)CSc2nc3ccccc3n2CC(=O)c2ccccc2)cc1
→ 13%, -3%, 11%, -9%, -12%, nt, -1%, 2.3
#42 Cc1cccc(C)c1NC(=O)C(=O)NCc1ccccn1
→ 1%, -3%, -4%, -7%, -6%, -1, 1%, -1.7
#43 Cc1c(NC(=O)c2ccc(Cl)s2)c(=O)n(-c2ccccc2)n1C
→ -1%, 2%, -2%, -20%, 2%, 2, -2%, -1.8
#44 COc1ccc2c(C)c(C(=O)N3CCN(Cc4ccccc4)CC3)oc2c1
→ 14%, -13%, 6%, 2%, -21%, 2, -2%, -1.3
#45 COCCNC(=O)CC(c1ccccc1)c1ccccc1
→ 4%, 6%, 8%, 0%, -7%, -3, 2%, -0.2
#46 Cc1ccc(C(=O)NCc2ccc(F)cc2)s1
→ 1%, 2%, 11%, -17%, -4%, 4, nt, -0.7
